ALOX12 inh: ALOX12 (human) lipoxygenase inhibition. purified 12hLO, xylenol orange hydroperoxide absorbance. AID 1671190. Potency, µM (series often up to 108 µM), for the others: at the highest dose activity change, negative = inhibition, actives largely listed as inhibitors. P18054. 1.1% of 580,000 active; active = well fitted inhibition curve with a large enough effect; inconclusive = small, poorly fitted or top-dose-only effect, or another doubt; inactive = no such curve, though single readings can be large or run the other way
Target sequence (P18054 whole entry, looked up): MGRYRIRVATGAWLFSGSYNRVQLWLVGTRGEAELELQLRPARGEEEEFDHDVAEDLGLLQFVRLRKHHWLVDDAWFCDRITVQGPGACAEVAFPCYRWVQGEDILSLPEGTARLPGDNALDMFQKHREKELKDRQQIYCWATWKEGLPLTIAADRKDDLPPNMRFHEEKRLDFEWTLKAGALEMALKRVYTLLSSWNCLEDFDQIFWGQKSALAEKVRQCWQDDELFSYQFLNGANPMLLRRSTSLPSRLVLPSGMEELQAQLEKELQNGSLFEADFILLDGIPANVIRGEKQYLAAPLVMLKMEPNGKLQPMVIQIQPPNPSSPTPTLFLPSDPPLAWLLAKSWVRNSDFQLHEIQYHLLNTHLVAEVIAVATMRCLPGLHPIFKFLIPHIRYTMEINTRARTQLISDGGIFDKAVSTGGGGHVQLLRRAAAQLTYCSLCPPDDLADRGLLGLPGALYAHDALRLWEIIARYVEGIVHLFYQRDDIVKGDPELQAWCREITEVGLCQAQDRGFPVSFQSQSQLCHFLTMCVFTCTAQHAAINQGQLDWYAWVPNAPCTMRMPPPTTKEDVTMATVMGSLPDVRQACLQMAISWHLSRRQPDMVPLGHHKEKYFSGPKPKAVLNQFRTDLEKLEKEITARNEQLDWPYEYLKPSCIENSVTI
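Hydroperoxide product was detected by ferrous iron/xylenol orange as the 573 to 405 nm absorbance ratio. Arachidonic acid at 40 uM (final) was turned over for 30 min at room temperature by 150 nM human 12hLO, pH 7.0 Hepes buffer, after 15 min compound preincubation.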
Active calls of the source: *; ? = inconclusive; & = joins results of further samples; [ ] = another dose, or the depositor's remark. % is set by controls: 0 for no effect and ±100 for the full control effect; potency is the fitted concentration of half-maximal effect. The list is partial; the hit share may differ from the screen's.

Molecule | ALOX12 inh
Cc1cccc(NC(=O)c2sc(-n3nc(C)c(Cl)c3C)nc2C)c1 | 7%
CCC(=O)Nc1ccc(C)cc1-c1nnc(SCC(=O)Nc2cc(Cl)ccc2Cl)[nH]c1=O | -30%
N#Cc1nc(-c2ccco2)oc1NCc1ccccc1 | -16%
O=C1NCCCCCCN(C(=O)CC2CCCCC2)[C@H]2C[C@H](c3nc(Cc4ccccc4)no3)C[C@@H]12 | ?
CCCNC(=O)NC1CCN(C(=O)N2CC3CC(C2)[C@H]2CCCC(=O)N2C3)CC1 (stereo partly drawn) | 46%[activator]
Cc1ccc(S(=O)(=O)[C@H]2CS(=O)(=O)C[C@@H]2NCCc2ccc(Cl)cc2)cc1 | 14%
COc1ccc(-c2ocnc2C(=O)Nc2cc(Cl)ccc2C)cc1OC | 0%
CC(=O)c1ccc(NC(=O)C(C)Nc2ccc3oc(C)nc3c2)cc1 (stereo not drawn) | ?
COc1ccc(C(=O)N2CCC(c3n[nH]c(=O)n3Cc3ccc(F)cc3)CC2)cc1OC | 0%
C[C@@H]1CN(C(=O)C2CCS(=O)(=O)CC2)C[C@]1(C)O | 16%
CCCS(=O)(=O)N1CC(N(C)Cc2cccnc2)C1 | 24%
O=C(Nc1ccccc1)N1CCC(c2nc(CCOc3ccc(F)cc3)no2)C1 (stereo not drawn) | 57%[activator]
C/C(=N\NC(=O)Cc1cccs1)c1ccc2ccccc2c1 | 1%&21%
CCOc1ccccc1CNC(=O)c1noc(-c2ccc3c(c2)OCO3)n1 | ?
COC(=O)[C@]12C[C@H](CC(=O)NCC34CC5CC(CC(C5)C3)C4)C(=O)N(Cc3ccccc3)C1=C[C@H](C1CCCC1)O[C@@H]2C | 3%
CC(NC(=O)c1ccc2c(c1)sc1nc(-c3ccc(F)cc3)cn12)c1ccccc1 (stereo not drawn) | -4%
CCc1nc(-c2c3n(c(=O)n(CC(=O)Nc4cc(F)ccc4F)c2=O)CCCC3)no1 | 30%
CCN1C(=O)C2CC3(CCN(Cc4cccc(OC(F)(F)F)c4)CC3)CN2C1=O (stereo not drawn) | -1%
COCCn1cc(CN(C)Cc2ccccc2)ccc1=O | 22%
CCC1=C(C(=O)OC)C(c2ccccc2OC)N2C(CC(=O)NCc3ccco3)=CSC2=N1 (stereo not drawn) | 19%
CN(Cc1ccno1)C(=O)c1cccc(CC2CCNCC2)c1 | 18%
COC(=O)c1ccc(-c2ccc(C(=O)O)cc2)cc1 | -3%
O=C(c1ccco1)N1CCOc2ccc(CN3CCc4ccccc4C3)cc2C1 | 30%
Cc1ccc2c(CC(=O)N(Cc3cccs3)C3CC3)coc2c1C | 8%
CC(C)C(=O)Nc1ccc2[nH]cc(C(C(=O)O)N3CCN(c4ccccc4)CC3)c2c1 (stereo not drawn) | -21%

Three of the entries above in order of the ALOX12 inh value, falling:
Molecule | ALOX12 inh
COc1ccc(-c2ocnc2C(=O)Nc2cc(Cl)ccc2C)cc1OC | 0%
CCN1C(=O)C2CC3(CCN(Cc4cccc(OC(F)(F)F)c4)CC3)CN2C1=O (stereo not drawn) | -1%
CC(NC(=O)c1ccc2c(c1)sc1nc(-c3ccc(F)cc3)cn12)c1ccccc1 (stereo not drawn) | -4%

(next part)
Molecule | ALOX12 inh
O=C(C[C@@H]1O[C@H](CNCc2ccc(F)cc2)[C@@H](O)[C@H]1O)NCc1ccc(F)cc1 | ?
COC(=O)CCCc1c(-c2ccccn2)[nH]c2ccccc12 | 53%[activator]
CS(=O)(=O)c1ccc(-c2cnc([C@@H]3COCCN3C3CCCCC3)[nH]2)cc1 | 5%[176 µM]
COc1ccc(CN2CC(N(C)c3ccccc3C)C2)cc1 | -3%[12.5 µM]
COc1ccc(-c2csc3nc(C)nc(NCCCO)c23)cc1OC | -4%
COc1ccc(-c2noc(-c3cccn3CC(=O)N3CCC(C)CC3)n2)cc1F | 10%
O=C(CCN1Cc2ccccc2OC(c2ccccc2F)C1)N1CCC(N2CCCC(O)C2)CC1 (stereo not drawn) | 9%
O=C1CCC2(CCCO2)CCN1Cc1ccccc1C(F)(F)F (stereo not drawn) | 23%
Cc1n[nH]c(C)c1C(N)C(=O)N1CC2(C)CN(C)CC(C)(C1)C2O (stereo not drawn) | 37%
Cc1nc(CSc2ccc3c(c2)OCCCO3)oc1C | ?
CCCCNC(=O)c1ccc2c(c1)N(C(=O)c1ccc(F)cc1)CC2 | -7%
CS(=O)(=O)Cc1ccc(-c2cccc(OCc3ccccc3F)c2)nc1 | 31%
COCc1[nH]nc2c1C(c1cccc(C(F)(F)F)c1)N(c1ccccc1)C2=O (stereo not drawn) | 7%
CCCCn1nc(C(=O)Nc2ncc(C)s2)c2ccccc2c1=O | -12%
CN(N=Cc1ccccc1O)C(=O)c1ccccc1N | 13%
COc1ccc(C(=O)C(C(=O)C(F)(F)F)C23CC4CC(CC(C4)C2)C3)cc1OC (stereo not drawn) | -16%
COc1cccc(CNC(=O)N2CCC(C3CCN(C(C)=O)CC3)C2)c1 (stereo not drawn) | -6%
COc1ccc(-c2ccc(=O)n(CC(=O)N3CCCC3)n2)c(F)c1 | 38%[activator]
COCc1nc(-c2ccc(OC3CN(C(=O)c4cc(C)n(C)n4)C3)cc2)no1 | 20%
COc1ccc(C(CC(=O)NCCC(C)C)c2c[nH]c3ccccc23)c(OC)c1 (stereo not drawn) | ?
O=C(Nc1nncs1)C1CC(=O)N(c2n[nH]c3cccc(F)c23)C1 (stereo not drawn) | 32%
COC(=O)C1=CN(Cc2ccc(OC)cc2)C=C(C(=O)OC)C1c1ccccc1OC(C)C | ?
CC(NC(=O)c1cc2ccccc2oc1=O)c1cccs1 (stereo not drawn) | 7%
COc1ccc(C(=O)Oc2ccccc2)cc1Br | -22%
C1CCC(c2nc(CCOCC3CC3)no2)NC1 (stereo not drawn) | 28%
COc1ccc(-c2noc([C@@H]3CCCN3C(=O)c3ccc(C)c(C)c3)n2)cc1 | -11%
CCCCOc1ccc2c(C)c(C)c(=O)oc2c1C | 0%
CCc1nc(-c2c3n(c(=O)n(CCc4ccc(OC)cc4)c2=O)CCCC3)no1 | 62%[activator]
COCCOc1ccc(C(=O)/C=C/c2cc(OC)c(OC)c(OC)c2)cc1 | 10%
COc1cccc(NC(=O)NOCc2ccccc2)c1 | -53%
Cn1cc(CN2CCNc3cc(Nc4ccccc4)ncc3C2)cn1 | 94%[activator][176 µM]
O=C1NCCCCCCN(C(=O)CC(F)(F)F)[C@H]2C[C@H](c3nc(-c4cccnc4)no3)C[C@@H]12 | 40%[activator]
CCc1ccccc1NC(=O)CSc1nc2cc(C(F)(F)F)ccc2s1 | 2%
COCCn1nnnc1C1CC2(CCOCC2)C(=O)N1CCc1ccc(OC)c(OC)c1 (stereo not drawn) | 16%
CC(C)c1nc2c(NC(=O)c3cccc(Br)c3)cccn2n1 | 50%[activator]
CNC(=O)[C@@H]1CN(C(=O)NCc2ccc(C)cc2)C[C@H]1c1nc(C)no1 | 37%
Cn1nccc1CN1CCC(N2Cc3ccccc3C2=O)CC1 | 11%[6.33 µM]
CCOC(=O)C1CCN(C(=O)C(C)OC(=O)c2nn(CC)c(=O)c3ccccc23)CC1 (stereo not drawn) | -6%
CC(C)Oc1ccc(C(=O)Oc2ccc(C#N)cc2)cc1 | ?
COCCOCc1nc(C2CCCCN2C(=O)c2ccncc2)no1 (stereo not drawn) | 38%[activator]
Cc1noc(C)c1CO[C@H]1CCOC[C@H]1NC(=O)CCCc1cn[nH]c1 | 14%
Cc1nn(C)c(C)c1CCC(=O)N[C@@H]1CN(Cc2ccccc2)C[C@H]1CN(C)C | 73%[activator]
CCOC(=O)c1c(NC(=O)c2ccc(C)o2)sc2c1CCC(C(C)(C)C)C2 (stereo not drawn) | 0%
CCOC(=O)c1cccn1C1C(=O)N(Cc2ccc(C(F)(F)F)cc2)c2ccc(F)cc21 (stereo not drawn) | ?
CN(Cc1cccs1)C(=O)c1cccc(S(=O)(=O)N(C)C)c1 | 10%
COc1ccc(CNC(=O)c2cc3c(n2C)CCN(Cc2ccc(F)cc2)C3)cc1 | 21%
CC1CCN(Cc2nc3c(Br)cc(Br)cc3c(=O)[nH]2)CC1 | -4%
Cc1ccc(-c2nn(-c3cc(N4CCOCC4)ccc3[N+](=O)[O-])c(=O)c3ccccc23)cc1 | ?
O=S(=O)(Nc1nc2ccccc2nc1Nc1ccccc1)c1ccc2c(c1)OCCO2 | -10%
Cc1cccc(N2CCN(CC(=O)Nc3nncs3)CC2)c1C | 51%[activator]

Continued:
Molecule | ALOX12 inh
COc1ccc(C(=O)c2oc3ccc(NC(=O)C(C)C)cc3c2C)cc1 | 1%
CCC(=O)N1Cc2ccccc2CC2(CCCN(Cc3ccc(O)cc3)C2)C1 (stereo not drawn) | 17%[6.33 µM]
O=C(NC1CCCCCC1)c1cc(-c2cccc(Br)c2)nc2ccccc12 | 11%
Cc1ccc(CCNC(=O)c2noc(-c3ccc(C)cc3)n2)cc1 | 30%
CCOC(=O)c1ccc(NC(=O)CSc2nnc(-c3cccc(Cl)c3)n2C)cc1 | -33%
CCCCCCc1cc2c3c(c(=O)oc2cc1OCC(=O)C(C)(C)C)CCC3 | -38%
CCc1nnc(SCC(=O)Nc2ccc(Cl)c(Cl)c2)n1-n1cccc1 | -15%
COc1cccc(CC(=O)N2CCN(c3cc(-c4ccc(Cl)cc4)[nH]n3)CC2)c1 | 8%
C[C@H](NC(=O)CCn1ccc2ccc(F)cc21)C(=O)O | -16%
CN(Cc1ccccc1)CC1(O)CCCN(CCCc2ccccc2)C1=O (stereo not drawn) | 88%[activator]
COc1ccc(-c2cc(N3CCCC(NC(=O)c4sccc4C)C3)n[nH]2)cc1 (stereo not drawn) | 67%[activator]
CC(C)c1nnc2ccc(N3CCCC3)nn12 | 11%
Cc1ccc(C)c(CN2CCN(c3nc4c(c(=O)[nH]c(=O)n4C)n3Cc3ccccc3F)CC2)c1 | ?
CCOC(=O)c1ccc(NC(=O)c2ccc3c(c2)N(CC)C2CCCCN2C3=O)cc1 (stereo not drawn) | 7%
Cc1nc(NC2CCCC2)sc1C(=O)NCc1ccncc1 | 8%
COc1ccccc1NC(=O)COc1ccc(C)cc1-n1cnnc1 | -1%
O=C(c1ccc2cc[nH]c2c1)N1CCC2(CC1)N=C(c1cccc(Br)c1)NO2 | ?
COCCN1CC2(CCCN(Cc3ccc4ccn(C)c4c3)C2)CCC1=O (stereo not drawn) | -9%
COC(=O)[C@@H]1C[C@H](NC(=O)c2cc(C(F)(F)F)ccc2Cl)CN1Cc1cccc(O)c1 | ?
COc1ccc(NC(C)=O)cc1NC(=O)Cc1ccc(OC)c(OC)c1 | -7%
CCc1nc2c(c(-c3ccc(OC)cc3)n1)CCN(Cc1ccsc1)CC2 | 3%[6.33 µM]
O=C(CN1CCN(c2ccccc2F)CC1)NC(=O)NCC(F)(F)F | 1%
NC1CC(c2cc(N3CCN(c4nnc(C(F)(F)F)s4)CC3)ncn2)C1 (stereo not drawn) | 9%
CN(c1ccccc1)c1cc(=O)c2ccnc(-c3cncnc3)c2o1 | ?
CC(C)c1noc(-c2cccn3c(CNC(=O)Cc4ccc(F)cc4)nnc23)n1 | 70%[activator]

6 entries already listed, arranged by molecular weight, lowest first.
Molecule | ALOX12 inh
CC(C)c1nnc2ccc(N3CCCC3)nn12 | 11%
Cc1nc(NC2CCCC2)sc1C(=O)NCc1ccncc1 | 8%
Cc1ccc(CCNC(=O)c2noc(-c3ccc(C)cc3)n2)cc1 | 30%
O=C(CN1CCN(c2ccccc2F)CC1)NC(=O)NCC(F)(F)F | 1%
CCC(=O)N1Cc2ccccc2CC2(CCCN(Cc3ccc(O)cc3)C2)C1 (stereo not drawn) | 17%[6.33 µM]
O=C(c1ccc2cc[nH]c2c1)N1CCC2(CC1)N=C(c1cccc(Br)c1)NO2 | ?

Further structures.
Molecule | ALOX12 inh
CC(=O)N1C=Cc2ccccc2C1CC(=O)Nc1ccc(S(=O)(=O)N2CCCCCC2)cc1 (stereo not drawn) | ?
Fc1ccc(COc2ccc(-c3nnco3)cc2)c(Br)c1 | 0%
CCOc1cc(N2CCC(O)CC2)ccc1Nc1ncc2c(n1)N(C)c1ccccc1C(=O)N2C | ?
CC(NC(=O)c1noc(-c2ccc(F)cc2)n1)c1ccccc1 (stereo not drawn) | 20%
Cc1cc(N2CCCC2)nc(N2CCN(C(=O)Nc3ccccc3)CC2)n1 | -55%
Cc1ccc(/C(=N/O)c2oc3ccc4c(C)cc(=O)oc4c3c2-c2ccccc2)cc1 | ?
COc1ccccc1-c1[nH]nc2ncc(C(=O)NCc3ccccc3)nc12 | 3%[176 µM]
CC1=NS(=O)(=O)N(CCc2ccccc2)C=C1C(=O)O | 8%
CCOc1cc(/C=C(/C#N)c2ccccn2)ccc1OCC(F)(F)F | ?
CCNC(=O)c1cccc(NC(=O)/C=C/c2sccc2C)c1 | ?
COc1ccc(OCc2nc(C)c(CCO)c(=O)n2CC(=O)Nc2cc(OC)cc(OC)c2)cc1 | 15%
CC(=O)N1CCN(c2ccc(Cl)nn2)C(=O)C1 | ?
N#Cc1ccc(OCC(=O)NOCc2ccccc2)cc1 | ?
CCOC(=O)C1=C(C)N=C2SC=C(CC(=O)Nc3ccc(OC)cc3)N2C1c1ccccc1F (stereo not drawn) | ?
CC(Sc1cc(C(=O)NC2CC2)c2ccccc2n1)C(=O)NC1CCCC1 (stereo not drawn) | 4%
Cc1ccc(CN2CC(Oc3ccccc3C(=O)N3CCOCC3)C2)cc1C | ?
COc1cccc(S(=O)(=O)N2CCCCC2c2nc(C3CC3)n[nH]2)c1 (stereo not drawn) | 38%[activator]
COC(=O)c1cccc(C(=O)NC2CCCN(CCCc3ccccc3)C2)c1 (stereo not drawn) | -1%
